# D1 agonist = human D1 receptor agonism; P21728; HEK293 T-REx D1 cells, calcium flux, agonist mode; activation, % at 2 µM; hit rate 1% among 360,000; note: 0% is about no effect
#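 Agonism was scored from calcium flux recorded over 180 s (1 read/s) after pintool compound addition, following a 10-cycle baseline. Cells were inducible force-coupled HEK293 TREx D1, plated overnight at 30 C and loaded with no-wash calcium dye.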
# D2 potentiator = positive allosteric modulators of human D2 dopamine receptor | HEK293 T-REx D2, calcium flux, EC20 dopamine potentiation | potentiation, % at 10 µM | hit rate 0.34% among 340,000 | AID 485347;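 active = potentiation over 3 SD above the plate norm, cut at about 30% in these data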; note: 0% is about no effect
# Target sequence (P14416 whole entry, looked up): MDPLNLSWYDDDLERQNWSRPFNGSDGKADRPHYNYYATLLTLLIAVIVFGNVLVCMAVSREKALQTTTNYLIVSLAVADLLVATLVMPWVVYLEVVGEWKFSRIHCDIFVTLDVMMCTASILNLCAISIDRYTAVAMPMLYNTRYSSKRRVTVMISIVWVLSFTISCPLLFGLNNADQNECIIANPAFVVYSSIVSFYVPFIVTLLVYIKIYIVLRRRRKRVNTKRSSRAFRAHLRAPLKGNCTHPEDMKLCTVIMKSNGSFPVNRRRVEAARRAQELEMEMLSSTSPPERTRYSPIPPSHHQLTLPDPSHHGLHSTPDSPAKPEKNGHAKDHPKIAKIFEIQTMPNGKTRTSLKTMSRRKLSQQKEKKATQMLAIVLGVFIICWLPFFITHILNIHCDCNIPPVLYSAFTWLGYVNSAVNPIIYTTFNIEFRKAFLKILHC
#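 Calcium flux readout, no-wash dye, 1 read/s. Inducible HEK293 Trex D2 line, overnight 30 C. Compound alone 180 s (agonist flags), then EC20 dopamine, another 180 s to score potentiation.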
# TRHR agonist = activates the human TRH receptor; P34981; TRHR cells, calcium flux fluo-8, FDSS agonist mode; activation, % at 2 µM; hit rate 0.18% among 360,000; AID 493084; note: 0% is about no effect
# Target sequence (P34981 whole entry, looked up): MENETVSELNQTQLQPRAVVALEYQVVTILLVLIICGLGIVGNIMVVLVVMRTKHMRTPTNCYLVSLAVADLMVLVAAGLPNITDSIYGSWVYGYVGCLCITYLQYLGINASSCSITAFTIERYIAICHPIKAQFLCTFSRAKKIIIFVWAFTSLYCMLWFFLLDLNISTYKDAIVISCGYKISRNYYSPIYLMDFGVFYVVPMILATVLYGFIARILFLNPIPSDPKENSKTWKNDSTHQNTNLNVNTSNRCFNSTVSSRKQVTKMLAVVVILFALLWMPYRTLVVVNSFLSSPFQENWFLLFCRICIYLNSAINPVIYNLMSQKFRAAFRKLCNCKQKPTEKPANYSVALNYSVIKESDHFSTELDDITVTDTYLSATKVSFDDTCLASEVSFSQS
#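 Steps: seed TRHR cells overnight; add fluo-8 no-wash Ca dye, RT 30 min–1.5 h; record 10 s baseline; pin-transfer compounds; monitor fluorescence 1 cycle/s for the agonist window. Calcium increases flag candidate agonists.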
# D2 antag = D2 dopamine receptor (human) antagonism | inhibition, % at 10 µM | AID 485344 | hit rate 2% among 340,000 | HEK293 TREx D2 cells, calcium flux, dopamine EC80 | P14416; in the data active = inhibition above about 30%; note: 0% is about no effect
#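 Tetracycline-induced HEK293 TREx cells expressing D2 receptor forced-coupled to calcium signalling, loaded with no-wash calcium dye. Compounds added and calcium flux read 180 s, then dopamine added at EC80 and read a further 180 s.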
# D2 ag = D2 dopamine receptor (human) agonism. HEK293 T-REx D2 cells, calcium flux agonist mode. activation, % at 2 µM. hit rate 0.53% among 340,000. AID 485358;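 active = activation over 3 SD above normal in the single-dose calcium agonist read, cut at about 30% in these data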; note: 0% is about no effect
#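 Agonism is scored from calcium flux in a force-coupled, inducible HEK293 cell line expressing D2, read kinetically for 180 s after compound addition against dopamine controls.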
# D1 antagonist = human D1 dopamine receptor antagonism. P21728. HEK293 TREx D1 cells, calcium flux, dopamine EC80; active compounds read low. activity change, negative = inhibition, % at 10 µM. hit rate 3.2% among 360,000; in the data active = activity change below about -30%; note: % is set by controls: 0 for no effect and ±100 for the full control effect
#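 Inducible Hek293 Trex D1 cells (tetracycline, overnight, 30 C). Calcium dye 30–90 min RT. Antagonist mode: EC80 dopamine added after 180 s compound read.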
# TRHR enhancer = TRH receptor (human) allosteric enhancement; P34981; TRHR cells, fluo-8 calcium fluorescence, EC20 TRH enhancement; enhancement, % at 2 µM; hit rate 0.66% among 360,000; AID 493056; in the data active = enhancement above about 30%; note: 0% is about no effect
#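 Enhancer read-out: after compound pinning and an initial kinetic agonist-mode read, an EC20 of TRH (10 nM final) was injected and fluo-8 calcium signal (Ex 480/Em 530) followed at 1 s/cycle for 100 cycles in TRHR-expressing cells.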
# RXFP1 antagonist = RXFP1 (human) relaxin receptor antagonism; Q9HBX9; HEK293-RXFP1, relaxin-stimulated cAMP HTRF, 30 min; active compounds read low; activity change, negative = inhibition, % at 57.5 µM; hit rate 0.59% among 350,000;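 active = activity change of -60% or lower, but not beyond a set lower limit; inconclusive = change between -60% and -40%, or beyond the set limit; inactive = change above -40%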; note: % is set by controls: 0 for no effect and ±100 for the full control effect
# D1 PAM = potentiators of human D1 dopamine receptor | P21728 | HEK293 TREx D1 cells, calcium flux, dopamine EC20 potentiation | potentiation, % at 10 µM | hit rate 0.036% among 360,000; in the data active = potentiation above about 30%; note: 0% is about no effect
# Numbers without * were called inactive; ? = inconclusive; / = no result given; & = joins results of further samples; ! = not confirmed by another sample. Cut-off read from the data, not from the text of the source, unless noted: active = activation above about 30%; inactive = the rest.
mol	D1 agonist	D2 potentiator	TRHR agonist	D2 antag	D2 ag	D1 antagonist	TRHR enhancer	RXFP1 antagonist	D1 PAM
COc1ccc(OCC(O)Cn2c(=N)n(Cc3ccccc3)c3ccccc32)cc1 (stereo not drawn)	48*	-1	0.9	16	1.4	-46*	-1	10	-20
Cc1cc2c(s1)c1cnn(Cc3ccccc3Br)c(=O)c1n2C	2	/	-2.2	/	/	5	-2	/	-6
COc1ccc(/C=C/c2onc(C)c2S(=O)(=O)N2CCC(C(=O)N3CCCCCC3)CC2)cc1	4	34*	0.5	-8	0.3	4	7	10	-1
O=C(CCS(=O)(=O)c1cccc2nonc12)Nc1ccc(F)cc1F	7	-1	-0.1	/	0.5	10	-4	/	-4
Cc1ccc(-n2ncc3c(=O)[nH]c(SC(C)C)nc32)cc1	2	4	0.1	1	-0.2	-2	-2	/	-3
O=C(/C(N=Nc1cccc([N+](=O)[O-])c1)=C(/O)c1ccc(Br)cc1)C(F)(F)F	13	-10	3.7	6	15	-30*	6	/	-14
CCOc1ccc(NC(=O)N2CCC(CN3CCCCCC3)CC2)cc1	3	7	-0.8	/	-0.5	12	13	1	-3
CC(=O)C1C(c2ccc(F)cc2)C2C(C)=NN=C2CC1(C)O (stereo not drawn)	3	-4	0.4	-12	0.8	18	2	-5	-1
N#CCCN(Cc1cccs1)C(=O)Nc1ccccc1	2	/	0.5	/	/	1	-3	1	-9
Cc1ccc(-n2nnnc2SCC(=O)Nc2sccc2C#N)cc1	11	18	-0.3	5	-0.2	-66*	-1	-7	-5
CC(=O)Nc1ccc(O)cc1[N+](=O)[O-]	3	-13	2.3	-8	0.7	5	-7	-8	2
CCc1ccc(S(=O)(=O)c2cnc(SCC(=O)Nc3ccc(OC)cc3OC)[nH]c2=O)cc1	0	24	-0.7	/	-0.5	-8	1	-5	0
COc1ccc(N(CC(O)Cn2c(C)nc3ccccc32)S(=O)(=O)c2ccccc2)cc1 (stereo not drawn)	6	2	-1.3	-1	-1.2	1	-2	-7	-8
O=c1[nH][nH]c(-c2ccccc2)c1C=Nc1ccc(OC(F)(F)F)cc1	3	4	0.3	-11	/	13	5	-5	7
O=C(CSc1nnc(-c2ccccc2Br)o1)N1CCc2ccccc2C1	3	11	-0.5	-6	0.7	0	0	-13	-6
CCCCCN(C(=O)COC(=O)CSc1ccc([N+](=O)[O-])cc1)c1c(N)n(CCCC)c(=O)[nH]c1=O	1	-2	0.3	6	0.8	7	11	3	4
O=C(NC(Cc1ccccc1)C(=O)O)/C(=C/c1ccc(F)cc1)NC(=O)c1ccccc1 (stereo not drawn)	0	-6	0.5	8	-0.8	3	0	4	-11
O=C(CN1CC(=O)Oc2ccccc21)OCC(=O)c1cccc(Br)c1	3	4	-1.0	-16	-1.6	9	1	-6	-1
CCc1cc2cccc(C)c2nc1SCC(=O)c1ccc(NC(C)=O)cc1	4	-1	0.7	47*	0.9	-2	-12	-11	12
O=C(NCc1ccccn1)C(=O)NCc1ccccn1	2	6	0.4	-8	-0.6	-2	9	-3	-8
CCCC1C(=O)N2C(N(C)C)=Nc3ccc(C)cc3N2C1=O (stereo not drawn)	-1	-9	0.5	-8	1.5	18	-1	/	-2
CCOc1ccc(N(CC(=O)NC2CCCCCC2)S(=O)(=O)c2c(C)[nH]c(=O)[nH]c2=O)cc1	-1	0	0.0	-18	0.1	8	6	/	-2
O=C(Nc1nc(-c2ccc(Br)cc2)ns1)c1ccccc1F	3	-5	1.1	/	-1.9	-6	-2	3	-2
CCc1cccc2c(N=O)c(O)[nH]c12	-1	1	0.6	-17	-1.0	1	2	-4	-4
CN(/N=C/c1ccccc1Cl)c1ncc(Cl)cc1C(F)(F)F	3	14	-0.7	-4	0.0	15	0	-6	-2
O=C(Nc1ccc2c(c1)CCCN2C(=O)c1cccs1)c1c(F)cccc1F	4&6	11&1	-1.0&-0.1	-9	0.1	-19&-10	-3&7	-3	-7&-6
CN(CC(=O)Nc1cccc(Cl)c1)S(=O)(=O)c1ccc2[nH]c(=O)oc2c1	1	16	-0.7	-7	-0.2	-4	5	-14	0
CCOc1ccc(OC(=O)c2cn(-c3cccc(OC)c3)c(=O)c3ccccc23)cc1	2	5	0.7	/	2.3	-11	-14	-32	-6
CC(=O)NC(CC(=O)O)C(=O)O (stereo not drawn)	-2	-7	0.6	-8	-1.3	3	11	/	-5
Cc1cc(C)n(CC(=O)NC2CCCCC2C)c(=O)c1C#N (stereo not drawn)	2	-10	0.5	-7	-0.3	-15	-2	11	0
CC(CC(=O)N1CCN(c2ccccc2)CC1)c1ccccc1 (stereo not drawn)	3	5	-0.1	9	-0.2	-9	-3	5	-4
COC(=O)C(C)n1nc(C)n(-c2ccc(C)cc2)c1=O (stereo not drawn)	0	-5	1.0	9	0.9	-2	-7	32	6
c1ccc(C2=NN(c3ccccc3)CC2)cc1	4	9	0.8	4	-0.4	-3	-1	7	-1
CCOC(=O)C1=C(O)/C(=C/c2cc(OC)c(OC)c(OC)c2)N=C1C	3	2	-1.0	-23	-0.3	-38*	9	-15	-8
CC1=CC(C)(C)Nc2ccc(OC(=O)C(Cc3ccccc3)N3C(=O)C4CCCCC4C3=O)cc21 (stereo not drawn)	0	-11	0.3	2	0.4	19	1	-4	-6
CC1CCC(C(C)C)C(OC(=O)COC(=O)c2cccn2C)C1 (stereo not drawn)	4	2	1.9	2	0.4	11	-5	-10	7
CCOC(=O)C1=C(COC(=O)C2(C)CC2(Cl)Cl)NC(=O)NC1c1ccc(OC)cc1 (stereo not drawn)	2	-5	-0.4	0	-1.4	26	5	-4	1
CC(CO)(CO)NCc1ccc(-c2ccccc2)cc1	9	-5	1.8	-6	2.2	-16	6	3	-12
CN(C)S(=O)(=O)c1ccc(C(=O)Nc2nc(-c3cc4ccccc4o3)cs2)cc1	9	7	0.8	7	1.5	-12	0	-11	-1
NS(=O)(=O)c1ccc(NC(=O)c2ccccc2C(=O)N2CCCCC2)cc1	3	/	0.2	/	/	7	-3	11	6
COc1ccc(NS(=O)(=O)c2ccc(Br)s2)cc1OC	6	-5	-0.1	-12	0.2	-15	-7	-11	-2
COc1cccc(-c2sc3ccc(OC)cc3c2C#CCC(C)O)c1 (stereo not drawn)	0	-3	-0.2	-10	-0.2	-3	5	/	1
O=C1c2ccccc2C(O)(c2ccccc2)N1C1CC1 (stereo not drawn)	1	2	0.0	14	-2.0	0	7	-1	5
c1ccc(NC2=NCCN2CCCC2CCCCC2)cc1	33*	5	1.4	-7	0.8	-5	-2	/	-3
CSc1ccc(CCNC(=O)c2ccc(-c3nc(COc4ccccc4)c(C)o3)cc2)cc1	0	1	-0.2	/	0.8	-63*	3	-9	0
O=C(Nc1nnc(SCC(=O)N2CCCCC2)s1)c1ccccc1F	5	/	1.4	/	/	1	12	-18	/
O=C(CSc1ncnc2nc[nH]c12)N1CCN(c2ccccc2)CC1	1	2	1.0	-6	0.5	10	-2	2	3
O=C(Nc1sc2c(c1C(=O)NC1CCCCC1)CCC2)c1ccco1	0	10	-0.1	-4	0.7	6	2	-11	2
CCOc1ccc(CNC(=O)Cn2nc(C)c3c(C)n(-c4ccc(C)cc4)nc3c2=O)cc1	1&1	-12&-2	-0.7&-1.0	-4	0.4&-0.4	-50*!	-17&-22	?	-2&-2
CCOc1ccc(OCC(=O)Nc2ccc(N3CCCCC3)cc2)cc1	2	-7	0.5	-21	-0.4	-11	16	-1	0
COc1ccccc1OCC(=O)NCCCN1CCOCC1	2	16	-2.3	2	-0.9	-2	12	12	-12
CSc1ccc(CCNC(=O)CCc2c(C)nc3c(c(C)nn3-c3ccccc3)c2C)cc1	0	3	0.7	/	-0.3	4	5	-4	2
COCCn1c(SC2CCCCC2=O)nnc1-c1ccncc1 (stereo not drawn)	2	-4	0.4	18	0.4	-15	-6	-6	-2
CCOC(=O)N1CCC(NS(=O)(=O)c2cc3c(cc2Cl)NC(=O)CO3)CC1	-1	-3	0.0	-17	0.0	-27	-6	-1	-3
CCOC(=O)CNC(=O)CSc1nnc(-c2ccco2)n1Cc1ccco1	3	0	-2.0	3	-0.5	2	0	-5	-6
CC(C)(C)C(=O)Nc1nc2ccc(S(C)(=O)=O)cc2s1	7	13	-1.4	-2	1.1	-12	2	-8	4
CCOc1ccc2[nH]c(C(=O)N/N=C/c3ccccc3OC)cc2c1	3	-4	-0.2	-2	-1.5	-5	-1	0	4
CCCc1cc(=O)[nH]c(SCC(=O)c2cc(C)n(CC(F)(F)F)c2C)n1	2	/	0.3	/	/	4	4	-3	-1
Cc1nc2c(-c3ccc(F)cc3)c(C)nn2c(C)c1CCC(=O)NCc1ccc(Cl)cc1	0	-3	-0.1	/	0.4	-1	5	/	-2
c1ccc(N2OCC3Cn4c(nc5ccccc54)C32)cc1 (stereo not drawn)	5	21	-0.1	10	0.3	-36*	8	/	-3

# A draw from above in order of length of the SMILES, high to low.
mol	D1 agonist	D2 potentiator	TRHR agonist	D2 antag	D2 ag	D1 antagonist	TRHR enhancer	RXFP1 antagonist	D1 PAM
CCOc1ccc(CNC(=O)Cn2nc(C)c3c(C)n(-c4ccc(C)cc4)nc3c2=O)cc1	1&1	-12&-2	-0.7&-1.0	-4	0.4&-0.4	-50*!	-17&-22	?	-2&-2
CSc1ccc(CCNC(=O)CCc2c(C)nc3c(c(C)nn3-c3ccccc3)c2C)cc1	0	3	0.7	/	-0.3	4	5	-4	2
CCOc1ccc2[nH]c(C(=O)N/N=C/c3ccccc3OC)cc2c1	3	-4	-0.2	-2	-1.5	-5	-1	0	4
CCOc1ccc(OCC(=O)Nc2ccc(N3CCCCC3)cc2)cc1	2	-7	0.5	-21	-0.4	-11	16	-1	0
c1ccc(N2OCC3Cn4c(nc5ccccc54)C32)cc1 (stereo not drawn)	5	21	-0.1	10	0.3	-36*	8	/	-3

# Further results follow:
mol	D1 agonist	D2 potentiator	TRHR agonist	D2 antag	D2 ag	D1 antagonist	TRHR enhancer	RXFP1 antagonist	D1 PAM
Cc1nc2c(C#N)c(C)[nH]n2c(=O)c1Cc1ccccc1	2	0	1.0	17	0.2	16	-4	1	-9
COc1cccc(N(C(=O)c2ccco2)c2nc(-c3sc(NC(=O)c4ccco4)nc3C)cs2)c1	4	-9	0.6	3	0.3	3	-6	/	-3
Cc1ccc(C)c(OCCOCCN2CC(C)OC(C)C2)c1C (stereo not drawn)	2	-13	-0.5	7	-0.1	-10	-8	-4	-8
O=C(CSc1nc(-c2cccs2)cc(C(F)(F)F)n1)NCc1ccco1	0	/	-0.1	/	/	-8	3	14	-5
Cc1c(N=Cc2nc3ccccc3[nH]2)c(=O)n(-c2ccccc2)n1C	2	5	-0.9	14	0.7	-10	-12	-18	2
CCOc1ccc(C(=O)N2CCC3(CC2)NCCc2[nH]cnc23)cc1	8	23	-0.6	-8	-0.4	9	7	26	-1

# Screening data as filed in PubChem BioAssay.
